DRD3 antagonist: antagonists of human D3 dopamine receptor; P35462; 360,000 compounds, 2.5% hits; D3R cells, DiscoveRx beta-arrestin luminescence, antagonist mode; active compounds read low; max response, negative = inhibition, %; in the data active = max response below about -50%; inconclusive = no clear call, values can overlap the other calls; note: % is set by controls: 0 for no effect and ±100 for the full control effect; mostly tested at two doses, the higher about 12 µM
Target sequence (P35462 whole entry, looked up): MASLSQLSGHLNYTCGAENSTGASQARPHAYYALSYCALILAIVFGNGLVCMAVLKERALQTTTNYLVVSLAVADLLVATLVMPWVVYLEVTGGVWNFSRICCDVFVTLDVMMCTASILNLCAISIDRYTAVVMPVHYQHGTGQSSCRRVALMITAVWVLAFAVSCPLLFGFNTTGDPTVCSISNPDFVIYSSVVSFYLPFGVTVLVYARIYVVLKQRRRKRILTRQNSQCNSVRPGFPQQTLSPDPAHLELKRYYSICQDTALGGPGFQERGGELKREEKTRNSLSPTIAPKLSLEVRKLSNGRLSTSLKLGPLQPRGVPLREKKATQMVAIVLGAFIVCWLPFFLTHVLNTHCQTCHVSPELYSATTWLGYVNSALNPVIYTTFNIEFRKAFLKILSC
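Cells plated overnight at 1500 cells/well, then exposed to library compounds with dopamine controls for 90 minutes at 37 degrees C. DiscoveRx reagent added for 30–60 minutes at room temperature; luminescence read, quantitative HTS format.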
D3 ag: agonists of human D3 dopamine receptor; P35462; D3R DiscoveRx beta-arrestin cells, luminescence, 90 min; max activation, %; 410,000 compounds, 0.58% hits; AID 652048; in the data active = max activation above about 30%; note: 0% is about no effect; mostly tested at two doses, the higher about 12 µM
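Agonist mode: compounds and dopamine controls were applied to plated cells for 90 min at 37 degrees C after an overnight attachment at 1500 cells/well. Luminescent read-out followed 30 - 60 minutes at room temperature with DiscoveRx detection reagent.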
GLP-1R inv ag: acts as inverse agonist at human GLP-1 receptor; HEK293 GLP-1R CRE-luciferase, luminescence, 24 h; GLP-1R form is constitutively active; 410,000 compounds, 1.6% hits; P43220; Potency, µM (series often up to 38.3 µM), without a hit: at the top dose activity change, negative = inhibition, hits mostly inhibitors; note: potency is the fitted concentration of half-maximal effect; % is set by controls: 0 for no effect and ±100 for the full control effect; nearly all actives have a fitted effect of over 55% in size
Target sequence (P43220 whole entry, looked up): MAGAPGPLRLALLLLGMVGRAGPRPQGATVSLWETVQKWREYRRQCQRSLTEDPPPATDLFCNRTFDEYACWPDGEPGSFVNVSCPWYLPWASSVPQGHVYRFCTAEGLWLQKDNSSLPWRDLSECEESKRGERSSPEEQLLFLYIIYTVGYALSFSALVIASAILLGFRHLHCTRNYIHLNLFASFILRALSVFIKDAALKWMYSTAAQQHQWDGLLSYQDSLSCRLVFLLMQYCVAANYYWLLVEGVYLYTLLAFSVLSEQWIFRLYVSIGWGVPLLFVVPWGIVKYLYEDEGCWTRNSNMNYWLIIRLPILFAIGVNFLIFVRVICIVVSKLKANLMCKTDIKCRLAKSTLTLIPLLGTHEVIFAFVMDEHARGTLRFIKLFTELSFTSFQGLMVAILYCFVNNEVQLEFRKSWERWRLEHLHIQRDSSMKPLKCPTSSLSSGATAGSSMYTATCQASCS
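Inverse agonism was detected as reduced cAMP-driven luciferase luminescence after 24 h compound treatment. The cells were HEK293 clones expressing constitutively active human GLP-1R with the reporter. Reporter-only and GPR119 cell lines served as counterscreen controls.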
aSyn yeast inh: rescues yeast growth from alpha-synuclein toxicity; Potency, µM (top dose mostly 46.1 µM), without a hit: at the highest dose growth rescue (activation), actives largely listed as activators; Yeast expressing alpha-synuclein, growth rescue, BacTiter-Glo, 24 h; 370,000 compounds, 0.14% hits; note: potency is the fitted concentration of half-maximal effect; % of control where 0% means no effect; nearly all actives have a fitted effect of over 65% in size
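Screening used galactose-induced yeast with toxic alpha-synuclein levels, exposed to compound for 24 hr at 30 deg C. Cell growth, read with BacTiter-Glo luminescence, gave the measured signal.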
GLP1R ag: activates the human GLP-1 receptor | P43220 | HEK293 GLP-1R CRE-luciferase, luminescence, 4-6 h; cells express a hypersensitive GLP-1R form | Potency, µM (series often up to 45.6 µM), without a hit: at the top dose activation, actives largely listed as activators | 380,000 compounds, 0.007% hits | AID 624172; note: potency is the fitted concentration of half-maximal effect; % of control where 0% means no effect
TDP43 rescue: rescues yeast growth from TDP-43 toxicity. TDP-43 expressing yeast growth rescue, BacTiter-Glo, 24 h. Potency, µM (titrated, usually from 46.1 µM), for inactives: at the highest dose growth rescue (activation), actives largely listed as activators. 410,000 compounds, 1.8% hits; note: potency is the fitted concentration of half-maximal effect; % of control where 0% means no effect; nearly all actives have a fitted effect of over 50% in size
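Luminescence from BacTiter-Glo reports growth of TDP-43-expressing yeast after 24 hr at 30 deg C with compound. Cells were raffinose-pregrown to mid-log, then seeded in galactose medium at OD600=0.02.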
KB-V1 cytotox: KB-V1 MDR subline cytotoxicity | Potency, µM (top dose mostly 46.1 µM), for the others: at the highest dose activity change, negative = cytotoxicity, most hits filed as cytotoxic | 400,000 compounds, 3.4% hits | KB-V1 MDR cells viability, CellTiter-Glo, 72 h; note: potency is the fitted concentration of half-maximal effect; % is set by controls: 0 for no effect and ±100 for the full control effect; nearly all actives have a fitted effect of over 60% in size
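Drug-selected KB-V1 cells, grown in DMEM lacking phenol red with 10% FBS, receive compound titrations; after three days at 37 degrees C, surviving cell ATP is quantified by CellTiter-Glo luminescence and responses normalized and curve-fitted.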
PTHR1 ag: agonists of human PTHR1 parathyroid hormone receptor; Q03431; HEK293 GP2 PTHR1 cells, GloSensor cAMP luminescence, 1 h; Potency, µM (top dose mostly 115 µM), inactives show at the top dose activation, hits mostly activators; 410,000 compounds, 0.075% hits; note: potency is the fitted concentration of half-maximal effect; nearly all actives have a fitted effect of over 55% in size; some results filed as inactive show a strong effect at the top dose; inactives centre near -15; many of its hits are not listed in these tables
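HEK-293-derived GP2 cells expressing PTHR1 and a GloSensor cAMP reporter, 3,000/well, plated overnight, given luciferin plus IBMX (each 0.5 mM as added) for 1 h at 37 °C, then compound for 1 h at 37 °C. Luminescence was read after 15 min at room temperature.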
HEK293 tox: cytotoxicity in counter-screen for GLP-1R inverse agonists; Potency, µM (series often up to 38.3 µM), for inactives: at the top dose activity change, negative = inhibition, usual class: inhibitors; AID 624418; HEK293 cAMP-luciferase reporter cells, luminescence, 24 h; 410,000 compounds, 0.13% hits;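 note: loss of luciferase light is scored as toxicity; potency is the fitted concentration of half-maximal effect; % is set by controls: 0 for no effect and ±100 for the full control effect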
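MLSMR compounds, 24 hr on cells at 37 deg C/5% CO2; luminescence after luciferase reagent (12 min RT). Inhibition counted as the undesired cytotoxic outcome.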
An asterisk follows results filed as active; i = inactive; ? = inconclusive; · = no result given; [ ] = another dose, or the depositor's remark. Unless noted, calls come from the whole dose curve; as a rule, active = well fitted curve in the direction sought with a large enough effect; inconclusive = small, poorly fitted or top-dose-only effect, or another doubt; inactive = no such curve, though single readings can be large; an effect the other way counts as inactive or inconclusive. An excerpt; rates above refer to the full screens.

SMILES	DRD3 antagonist	D3 ag	GLP-1R inv ag	aSyn yeast inh	GLP1R ag	TDP43 rescue	KB-V1 cytotox	PTHR1 ag	HEK293 tox
CCN(C(=O)COC(=O)C1CCN(S(=O)(=O)c2ccc(C)c(C)c2)CC1)C1CCS(=O)(=O)C1 (stereo not drawn)	-14	-10	-4%	3%	3%	-31%	0%	-15%	7%
Cc1ccc(-c2nc(S(=O)(=O)c3ccc(C)cc3)c(N3CCOCC3)o2)cc1	4	5	5%	7%	1%	18%	?	i	-10%
CCOc1ccc2nc(N3CCCC(C(=O)NCCCN4CCCCC4)C3)sc2c1 (stereo not drawn)	-10	-8	?	0%	9%	7%	?	-3%	?
CCN(CC)C(=O)CSc1nc(O)c(Cc2ccc(OC)cc2)c(=O)[nH]1	-18	-7	-2%	0%	-7%	0%	?	i	25%
O=C(CCc1nnc(Cc2cccc(C(F)(F)F)c2)o1)NCCc1ccccc1F	?	-22	-19%	1%	-1%	-5%	-8%	-26%	5%
C/C(=N/O)c1ccccn1	7	-10	1%	-8%	7%	13%	28%	-6%	2%
CCOc1ccc(OCCCCN2CCCC2)cc1	-6	-6	-19%	0%	1%	-7%	9%	-7%[57.5 µM]	30%[activator]
Cc1csc(NC(=O)CSc2nncc(=O)n2N)n1	8	2	33%[activator][7.66 µM]	3%	0%	21%	?	-3%	2%[7.66 µM]
CSc1ccccc1NC(=O)C(C)N(C)CC(=O)N1CCN(Cc2ccccc2)CC1 (stereo not drawn)	-8	0	?	-6%	0%	11%	0%	-23%	-18%
CCN(c1ccccc1)S(=O)(=O)c1ccc(Cl)c(C(=O)NC2CCN(Cc3ccccc3)CC2)c1	?	-26	?	1%	-7%	-15%	5%	-25%	-13%
COc1ccc(S(=O)(=O)N2CCC(C(=O)N[C@@H](C)C(=O)NCc3ccccc3OC)CC2)cc1	3	-1	6%	-2%	2%	-15%	9%	-13%	1%
CC1CC(Nc2ccccc2)=CC(=O)O1 (stereo not drawn)	9	-6	1%	-4%	9%	-10%	5%	i	-3%
O=C1CCCc2nc3c(cc21)C(O)Oc1ccccc1-3 (stereo not drawn)	-12	-1	-3%	0%	1%	12%	-8%	-8%	6%
O=C(CN1C(=O)CC(c2ccccc2)S(=O)(=O)c2ccccc21)N1CCCC1 (stereo not drawn)	3	-5	6%	-1%	4%	-12%	-17%	i	-3%
CCCN(CC(=O)Nc1ccccc1C)C(=O)c1ccc(S(=O)(=O)N2CCCCC2)cc1	20	4	-2%	1%	-4%	-36%[inhibitor]	?	-7%	17%
CCOc1cc(S(=O)(=O)Nc2ccc(Cl)cn2)ccc1Cl	4	6	14%	13%	-5%	11%	7%	-2%[57.5 µM]	2%
C=CCNc1oc(-c2cccs2)nc1C#N	?	10	48%[activator]	-6%	?	-14%	?	i	-2%
Cn1ccnc1C(=O)c1ccc(N)cc1	5	-7	16%	-2%	8%	-4%	17%	i	11%
COCC(=O)c1[nH]c2ccccc2c1C	?	0	0%	15%	18%	?	13%	i	-2%
CC(C)(C)c1ccccc1NC(=O)N1CCNC(=O)C1CC(=O)Nc1ccc(F)cc1 (stereo not drawn)	-5	5	?	-3%	-1%	-10%	-3%	i	16%
CC1CCCC(NC(=O)CSc2cccc[n+]2[O-])C1C (stereo not drawn)	?	3	2%	-9%	4%	-1%	4%	?	3%
COc1cccc(CNC(=O)C2CCCN(S(=O)(=O)c3cn(C)cn3)C2)c1 (stereo not drawn)	·	3	6%	·	·	16%	·	i	1%
Cc1ccc(NC(=O)COc2ncnc3ccccc23)cc1S(=O)(=O)N1CCOCC1	20	-6	-20%	-2%	2%	-25%	-20%	5%	-1%
CCOc1ccc(S(=O)(=O)Nc2ccc3c(c2)OCO3)cc1	-5	5	-14%	14%	13%	-5%	1%	-2%	19%
O=C1c2ccccc2C(=O)N1CCCn1c2ccc(Cl)cc2c2nc3ccccc3nc21	11	-7	25%	0%	0%	6%	-12%	i	4%
CC(/C=C/c1ccc(O)cc1)=NNc1ccccc1	-5	1	?	-22%	25%	-10%	-10%	i	-17%
Brc1ccccc1-c1nnc(CSc2nnc3sc4ccccc4n23)o1	20	-8	0%	0%	0%	?	?	i	-1%
O=C(NCC(c1ccco1)N1CCN(c2ccccc2F)CC1)c1ccc2c(c1)OCO2 (stereo not drawn)	19	28	?	3%	-9%	14%	?	-12%	1%
CC(C)C[C@H]1CNC(=S)N1C[C@H]1CCCN1C[C@H](Cc1ccccc1)N1C[C@H](Cc2ccc(O)cc2)N(CCc2ccccc2)C1=S	-29	-4	?	-14%	-3%	18%	?	-15%	-16%
CN(C)S(=O)(=O)c1ccc(NC(=S)NC(=O)c2cccs2)cc1	-21	10	7%	-17%	7%	-8%	0%	-8%	-22%
O=C(COc1ccc(Cl)cc1)NCCNC(=O)c1cnccn1	8	-1	8%	6%	4%	-2%	-11%	i	0%
COc1ccccc1N1CCN(CC(O)COc2ccc(C)cc2C(C)(C)C)CC1 (stereo not drawn)	·	-10	?	0%	·	23%	·	i	5%
CCOc1cc(C)c(Cl)cc1S(=O)(=O)n1nnc2ccccc21	-14	4	6%	·	-11%	0%	8%	i	3%
CC(C)C(=O)NC(=S)Nc1nnn(C)n1	-19	2	28%	1%	10%	-4%	10%	-9%	22%
CC(C)Oc1cc(F)ccc1-c1cc(C(=O)NCc2cccnc2)[nH]n1	-12	-8	-12%	0%	7%	15%	-17%	i	-6%
c1ccc(CSC2=NNC(c3ccccn3)S2)cc1 (stereo not drawn)	-7	30	?	5.6µM*	-6%	-4%	?	11%	?
C[C@H]1C(=O)N(C)CCN1Cc1cn(C)nc1-c1ccc(Oc2ccccc2)cc1	43	-6	7%	0%	13%	·	?	-46%[inhibitor]	-9%
COc1cccc(-c2nc(CS(=O)(=O)CC(=O)NCCCN3CCOCC3)c(C)o2)c1	15	3	13%	1%	-1%	17%	-3%	i	-11%
O=C(O)C1CC(=O)N(Cc2cccs2)C1 (stereo not drawn)	-10	-7	6%	-1%	4%	-10%	5%	i	19%
Cc1ccc(N2CCN(C(=O)c3cccs3)CC2)c(C)c1	-24	-12	?	-10%	2%	·	0%	-14%	11%
CCN(CC)CCCNC(=O)CCC(=O)Nc1ccc2nc(N3CCCCC3)cc(C)c2c1	3	-8	?	-1%	20%	15%	0%	i	-13%
C/C(=N\OCC(=O)Nc1c(C)cc(C)cc1C)c1ccc2c(c1)OCCO2	12	-4	-9%	-4%	-3%	18%	-9%	-38%[inhibitor]	9%
CC1=C(C(=O)OCc2ccccc2)C(c2ccc3c(c2)OCO3)NC(=O)N1CCCC(=O)O (stereo not drawn)	?	-8	18%	-2%	7%	3%	5%	0%	-11%
Cc1ccc(C23CC4CC(CC(C(=O)NC(C)C(N)=O)(C4)C2)C3)cc1 (stereo not drawn)	-1	-4	5%	-3%	2%	4%	0%	i	4%
CCOc1ccccc1-n1c(SCC(=O)N(CC)CC)nnc1-c1ccccn1	20	0	4%	3%	-4%	5%	-8%	-28%	-5%
Cc1ccc(-n2c(-c3ccccc3)c[n+]3c2CCC3)cc1	2	-11	?	-1%	-5%	-2%	?	-19%	-14%
COC(=O)C1CCN(C(=O)c2ccc3nc(-c4cccc(OC)c4)oc3c2)CC1	10	0	32%	10%	-1%	?	-3%	i	11%
COc1ccc(-c2cc(C(F)(F)F)nc(SCC(=O)N3CCCCC3C)n2)cc1OC (stereo not drawn)	·	15	8%	·	·	16%	?	i	-5%
COCC(C)NC(=O)CSc1nc2ccccc2c(=O)n1CCc1ccc(S(N)(=O)=O)cc1 (stereo not drawn)	53	6	-6%	3%	6%	11%	?	-14%	-29%
Cc1ccccc1CNC(=O)CN1CCSc2ccccc21	·	2	-26%	1%	0%	13%	?	-3%	0%

The results go on:
SMILES	DRD3 antagonist	D3 ag	GLP-1R inv ag	aSyn yeast inh	GLP1R ag	TDP43 rescue	KB-V1 cytotox	PTHR1 ag	HEK293 tox
CCCC(CCC)C(=O)Nc1cccc(C(=O)O)c1	16	-5	-7%	1%	4%	1%	6%	i	-2%
CCO[C@H]1OC(C(=O)NCc2ccccc2)=C[C@@H](C2CC2)[C@@H]1CCCO	0	3	4%	-2%	5%	-4%	-5%	i	7%
Cc1ccc(NC(=O)CC(NCCN2CCOCC2)C(=O)O)cc1Cl (stereo not drawn)	-4	-1	1%	1%	1%	-29%	18%	4%	8%
CC[C@]12c3[nH]c4ccc(OC)cc4c3CCN1C(=O)C(CC(=O)NCCCOC)C[C@@H]2C(=O)N1CCN(C(=O)c2ccco2)CC1 (stereo partly drawn)	5	4	-9%	1%	-1%	18%	-2%	-1%	-1%

Entries of single compounds as entered above.
CC(C)C(=O)NC(=S)Nc1nnn(C)n1 in the list: DRD3 antagonist = -19; D3 ag = 2; GLP-1R inv ag = 28%; aSyn yeast inh = 1%; GLP1R ag = 10%; TDP43 rescue = -4%; KB-V1 cytotox = 10%; PTHR1 ag = -9%; HEK293 tox = 22%
CC(C)C[C@H]1CNC(=S)N1C[C@H]1CCCN1C[C@H](Cc1ccccc1)N1C[C@H](Cc2ccc(O)cc2)N(CCc2ccccc2)C1=S in the list: DRD3 antagonist = -29; D3 ag = -4; GLP-1R inv ag = ?; aSyn yeast inh = -14%; GLP1R ag = -3%; TDP43 rescue = 18%; KB-V1 cytotox = ?; PTHR1 ag = -15%; HEK293 tox = -16%
Cc1ccc(NC(=O)CC(NCCN2CCOCC2)C(=O)O)cc1Cl (stereo not drawn) in the list: DRD3 antagonist = -4; D3 ag = -1; GLP-1R inv ag = 1%; aSyn yeast inh = 1%; GLP1R ag = 1%; TDP43 rescue = -29%; KB-V1 cytotox = 18%; PTHR1 ag = 4%; HEK293 tox = 8%
